# PI5P4K alpha inh = blocks human PI5P4K alpha kinase activity; actives 1.2% (n = 330,000); PI5P4Kalpha enzyme, ADP-Glo luminescence, 60 min; stronger effect = lower value; max response, %; AID 652105; active = max response of -50% or lower; inconclusive = between -30% and -50%; inactive = -30% or higher; note: value at the top dose of about 77 µM; % is set by controls: 0 for no effect and ±100 for the full control effect
#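 Controls without substrate or without enzyme flank wells where PI5P4Kalpha converts substrate using 5 microM ATP (final). Incubation lasts 60 minutes at room temperature; ADP formed is read by ADP-Glo luminescence.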
# EPAC1 ag = EPAC1 (human) agonism; O95398; EPAC1 agonist qHTS, biochemical assay; response scale: 100% = response to 6.5 mM cAMP; Potency, µM (series often up to 154 µM), without a hit: at the highest dose activation, hits mostly activators; actives 0.073% (n = 360,000); AID 720707; note: potency is the fitted concentration of half-maximal effect; nearly all actives have a fitted effect of over 60% in size
#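 EPAC1 100 nM, Rap1B–BODIPY-GDP 250 nM, unlabeled GDP 50 uM; compound titration; 5 min RT; kinetic read ex480/em540 at 5-min intervals ×30 min; data normalized to 6.5 mM cAMP agonist control.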
# FUS suppressor = FUS proteinopathy suppression in yeast; S. cerevisiae FUS-expressing, growth rescue, OD600, 24 h; actives 0.24% (n = 390,000); Potency, µM (doses to about 76.6 µM), for inactives: at the top dose growth rescue (activation), hits mostly activators;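 note: potency is the fitted concentration of half-maximal effect; plate controls were DMSO vehicle for no effect and reference control for full effect; nearly all actives have a fitted effect of over 55% in size; some results filed as inactive show a strong effect at the top dose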
#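 Yeast expressing FUS under galactose induction, OD 0.005 in 2% galactose medium; compounds in a dilution series, 24 h at 30C. Growth rescue by absorbance at 600 nm; CP55940 positive control, DMSO negative.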
# WRN inhibitor = WRN helicase (human) inhibition | Q14191 | WRN helicase unwinding, fluorescent forked duplex, kinetic | Potency, µM (series often up to 114 µM), for inactives: at the top dose activity change, negative = inhibition, hits mostly inhibitors | actives 0.46% (n = 360,000) | AID 651768; note: potency is the fitted concentration of half-maximal effect; % is set by controls: 0 for no effect and ±100 for the full control effect; nearly all actives have a fitted effect of over 55% in size
#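 Kinetic red-fluorescence monitoring (525/598 nm) tracks WRN helicase activity after 100 nM fluorophore-quencher forked duplex and 2 mM ATP are added to 20 nM enzyme pretreated 15 min at room temperature with compound.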
# EPAC1 antagonist = EPAC1 (human) antagonism | EPAC1 GEF assay, Rap1b-BODIPY-GDP exchange fluorescence | O95398 | Potency, µM (doses to about 115 µM), for the others: top-dose activity change, negative = inhibition, hits mostly inhibitors | AID 720709 | actives 0.14% (n = 360,000);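 note: potency is the fitted concentration of half-maximal effect; plate controls were vehicle for no effect and positive control for full effect; nearly all actives have a fitted effect of over 50% in size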
# PLK1 PBD block = PLK1 (human) polo-box domain binding inhibition; Potency, µM, without a hit: max response, negative = inhibition, hits mostly inhibitors; P53350; AID 720504; Plk1 PBD binding of FITC phosphopeptide, fluorescence polarization; actives 2.8% (n = 360,000); note: potency is the fitted concentration of half-maximal effect; series mostly up to about 57 µM; % is set by controls: 0 for no effect and ±100 for the full control effect; nearly all actives have a fitted effect of over 65% in size
# IL2 activator = activators of IL-2 | IL-2 activation reporter assay, cell-based qHTS; stimulated with anti-CD3/CD4/CD28 beads; in transgenic mouse T cells | activation, % (series mostly up to about 46 µM) | actives 0.065% (n = 360,000) | AID 652025; in the data active = activation above about 50%; inconclusive = mostly about 30% to 49%; note: 0% is about no effect
#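 Screening format: compound pinned onto unstimulated transgenic mouse T cells, 60 min incubation, then anti-CD3/anti-CD4/anti-CD28 bead stimulation for 18 hours at 37 degrees C, followed by EGFP and DsRed detection.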
# Abeta rescue = restores growth of yeast expressing A-beta42 peptide. yeast expressing A-beta42, growth rescue, OD600, 48 h; response scale: 0% DMSO, 100% iron-clioquinol control. Potency, µM (highest dose often 46.1 µM), without a hit: at the top dose growth rescue, most hits filed as activators. actives 0.063% (n = 410,000). AID 1347071; note: potency is the fitted concentration of half-maximal effect; nearly all actives have a fitted effect of over 55% in size
#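 Growth rescue measured by 600 nm absorbance after 48 h yeast culture at 30 C with compound. Values normalized between DMSO and an equimolar ferric chloride plus clioquinol control.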
# Numbers without * were called inactive; ? = inconclusive; · = not tested or not shown; [ ] = dose if it differs, or a comment. Unless noted, calls come from the whole dose curve; as a rule, active = well fitted curve in the direction sought with a large enough effect; inconclusive = small, poorly fitted or top-dose-only effect, or another doubt; inactive = no such curve, though single readings can be large; an effect the other way counts as inactive or inconclusive.
SMILES,PI5P4K alpha inh,EPAC1 ag,FUS suppressor,WRN inhibitor,EPAC1 antagonist,PLK1 PBD block,IL2 activator,Abeta rescue
CN1C(=O)C(O)(c2nnc(-c3ccccc3)o2)c2ccccc21 (stereo unspecified),2,11%,12%,1%,-2%,-11%,1.1,-14%
CC(C)(C)OC(=O)N[C@@H](Cc1ccccc1)[C@H](O)c1ccco1,-2,-6%,-4%,7%,13%,-7%,-0.2,1%
CN(C)C(/C=C/Nc1ccc(F)cc1)=C(C#N)C#N,·,1%,-17%,-2%,8%,0%,-0.1,4%
Cc1cc(NC(=O)/C=C/c2ccc(F)cc2)n(-c2nc3ccccc3[nH]2)n1,17,2%,-2%,1%,7%,3%,1.8,3%
COc1ccc(C(=O)n2c(N)nc3ccccc32)cc1OC,-5,1%,19%,1%,-18%,-14%,-0.3,11%
CCOc1ccccc1-n1nnnc1SCC(=O)NCc1ccco1,2,-1%,-22%,3%,-24%,-21%,0.5,3%
CCOC(=O)COn1c(=O)c(-c2ccc(Cl)cc2)[n+]([O-])c2ccccc21,18,8%,-25%,-3%,-3%,-6%,-2.9,1%
O=C(C1CCCN1S(=O)(=O)c1ccc(Br)cc1)N1CCOCC1 (stereo unspecified),7,4%,2%,-2%,5%,-9%,-3.3,-1%
O=C(CCNC(=O)c1ccccc1Cl)NCc1ccncc1,-2,-11%,-5%,-11%,-5%,-4%,-0.8,23%
O=C(Nc1cc(S(=O)(=O)N2CCOCC2)ccc1O)c1ccco1,-1,-5%,31%,-10%,-6%,30µM*,3.0,9%
O=C(O)CONC(=O)c1cc(OCC(F)(F)F)ccc1OCC(F)(F)F,·,10%,16%,1%,-16%,-6%,-2.0,11%
O=C1c2ccccc2C(=O)c2c1cccc2N1CCN(C/C=C/c2ccccc2)CC1,1,12%,12%,3%,8%,1%,3.0,6%
O=C(NCc1ccccc1)c1ccc(CN2CCOCC2)cc1,6,0%,53%,5%,-2%,-8%,-0.4,-7%
CC(OC(=O)c1ccc(NS(=O)(=O)c2cccs2)cc1)C(=O)N(C)C1CCCCC1 (stereo unspecified),3,5%,32µM*,-4%[57.1 µM],2%,0%,4.2,3%
CC1(O)c2ccccc2C(=O)N1CCc1ccccc1F (stereo unspecified),-2,-1%,·,-20%,4%,-2%,-3.8,-10%
CC1CCCCN1C(=O)CSc1nnc(Cc2ccccc2)n1C (stereo unspecified),-2,-6%,-11%,4%,0%,-23%,-0.4,-10%
CCCCn1c(N)c(N(CCOC)C(=O)c2ccc(S(=O)(=O)N3CCCCCC3)cc2)c(=O)[nH]c1=O,-1,-11%,17%,6%,5%,-2%,0.0,-7%
Cc1cc(C(=O)COC(=O)CNC(=O)c2ccco2)c(C)n1Cc1ccco1,-14,4%,·,3%,1%,-7%,-0.5,35%
COc1nc(C)nc2c1sc1nc3c(cc12)COC(C)(C)C3,-14,3%,-4%,4%,-7%,27µM*,-1.7,3%
COc1ccc(Cc2nnc(N/N=C/c3ccc(O)cc3)[nH]c2=O)cc1OC,-12,-5%,·,-32%,-13%,-24%,-0.6,-17%

# 11 structures already listed, ordered by count of non-hydrogen atoms, ascending.
SMILES,PI5P4K alpha inh,EPAC1 ag,FUS suppressor,WRN inhibitor,EPAC1 antagonist,PLK1 PBD block,IL2 activator,Abeta rescue
CN(C)C(/C=C/Nc1ccc(F)cc1)=C(C#N)C#N,·,1%,-17%,-2%,8%,0%,-0.1,4%
CC1(O)c2ccccc2C(=O)N1CCc1ccccc1F (stereo unspecified),-2,-1%,·,-20%,4%,-2%,-3.8,-10%
O=C(CCNC(=O)c1ccccc1Cl)NCc1ccncc1,-2,-11%,-5%,-11%,-5%,-4%,-0.8,23%
CC(C)(C)OC(=O)N[C@@H](Cc1ccccc1)[C@H](O)c1ccco1,-2,-6%,-4%,7%,13%,-7%,-0.2,1%
O=C(Nc1cc(S(=O)(=O)N2CCOCC2)ccc1O)c1ccco1,-1,-5%,31%,-10%,-6%,30µM*,3.0,9%
CCOc1ccccc1-n1nnnc1SCC(=O)NCc1ccco1,2,-1%,-22%,3%,-24%,-21%,0.5,3%
CCOC(=O)COn1c(=O)c(-c2ccc(Cl)cc2)[n+]([O-])c2ccccc21,18,8%,-25%,-3%,-3%,-6%,-2.9,1%
Cc1cc(NC(=O)/C=C/c2ccc(F)cc2)n(-c2nc3ccccc3[nH]2)n1,17,2%,-2%,1%,7%,3%,1.8,3%
Cc1cc(C(=O)COC(=O)CNC(=O)c2ccco2)c(C)n1Cc1ccco1,-14,4%,·,3%,1%,-7%,-0.5,35%
O=C1c2ccccc2C(=O)c2c1cccc2N1CCN(C/C=C/c2ccccc2)CC1,1,12%,12%,3%,8%,1%,3.0,6%
CCCCn1c(N)c(N(CCOC)C(=O)c2ccc(S(=O)(=O)N3CCCCCC3)cc2)c(=O)[nH]c1=O,-1,-11%,17%,6%,5%,-2%,0.0,-7%

# Going on with the list:
SMILES,PI5P4K alpha inh,EPAC1 ag,FUS suppressor,WRN inhibitor,EPAC1 antagonist,PLK1 PBD block,IL2 activator,Abeta rescue
C[C@@H]1CN([C@@H](C)CO)C(=O)CCCn2nncc2CO[C@@H]1CN(C)S(=O)(=O)c1ccccc1,-2,-16%,-17%,2%,9%,-4%,3.8,-7%
CN(C)c1nc(N(C)C)c2cnn(C)c2n1,-3,10%,-4%,-18%,4%,2%,-0.1,-6%
Cc1cc(NCC2CCCCC2)nc2ccccc12,-10,6%,4%,1%,-2%,-7%,-1.0,-6%
CC(=O)Nc1ccc(Nc2nc(C)c([N+](=O)[O-])c(Nc3ccc(NC(C)=O)cc3)n2)cc1,-3,0%,38%,-2%,0%,3%,1.3,17%
O=C(CSc1nnc2ccccn12)Nc1nsc(-c2ccccc2)n1,-2,7%,·,-24%,8%,-3%,-0.4,15%
CCN(CC(=O)Nc1ccc2c(c1)OCCO2)C(=O)c1ccc(CS(C)(=O)=O)cc1,1,11%,0%,1%,-6%,0%,0.4,10%
Cc1ccccc1C(=O)c1cccn1CC(=O)NCCCN1CCCCC1,-7,-15%,5%,5%,-18%,-5%,-1.3,-3%
O=C(O)CC/C(=N\NC(=O)c1ccccc1)c1cccs1,-13,7%,1%,-9%,7%,2%,-0.4,8%
O=C(CN1C(=O)C2C3C=CC(C4CC34)C2C1=O)Nc1cnc2ccccc2c1 (stereo unspecified),-1,-1%,18%,4%,-6%,-2%,-4.1,5%
CC(NC(=O)c1cccc(C(F)(F)F)c1)C(c1ccccc1)N1CCOCC1 (stereo unspecified),-5,-14%,-13%,8%[57.1 µM],-13%,-6%,1.4,-16%
CCOC(=O)c1c(NC(=O)CSc2ncccn2)sc2c1CC(C)(C)NC2(C)C,-1,-8%,-6%,12%,3%,-8%,-0.4,2%
Cc1cn([C@H]2C[C@H](O)[C@@H](CNCc3cnc(N4CCOCC4)nc3)O2)c(=O)[nH]c1=O,6,5%,-10%,-7%,18%,-9%,-0.7,-6%
COCCn1c(C)cc(C(=O)CSc2nnc(-c3cccnc3)n2-c2ccccc2F)c1C,8,-5%,20µM*,-7%[11.6 µM],-1%,2%,0.9,15%
CCOc1ccc(S(=O)(=O)N(C)c2ccc(OCC(=O)NCCc3ccc(OC)cc3)cc2)cc1,-9,-7%,-34%,1%,0%,1%,-2.5,-6%
CCNc1nc2cccnc2s1,1,12%,10%,-5%,-3%,-1%,-0.4,-4%
Cc1nc(-c2ccccc2)cn(O)c1=O,0,0%,-5%,3%,-3%,-8%,1.0,-39%[inhibitor]
O=C(CNC(=O)C12CC3CC(CC(C3)C1)C2)NCc1ccccc1,4,-6%,4%,-18%,-19%,-5%,0.4,-4%
Cc1ccnc(NC(=S)NC(=O)c2cncc(Br)c2)c1,-2,4%,·,-7%,-1%,0%,-3.2,1%
CCOc1ccccc1OCCCC(=O)Nc1nc2ccccc2[nH]1,2,-1%,20%,-1%,0%,-7%,-4.0,-6%
CC(C)c1ccc(C2OC(CCc3ccccc3)Cc3[nH]c(=S)[nH]c(=O)c32)cc1 (stereo unspecified),-19,6%,?,-8%,-4%,-2%,-0.6,2%
O=C(NC1CCCc2c1cnn2-c1cc(F)cc(F)c1)c1ccccn1 (stereo unspecified),11,-2%,0%,0%,4%,4%,-1.7,-22%
COc1ccc(C(=O)Nc2nnc(C)s2)cc1S(=O)(=O)N1CCOCC1,-2,-6%,3%,6%,11%,-9%,2.9,-14%
O=C(c1n[nH]c(=O)c2ccccc12)N1CCOCC1,0,-3%,12%,-4%,8%,-4%,0.0,-12%
NC(N)=NC(=S)Nc1ccc(Cl)cc1,-1,2%,31%,9%,24%,-6%,0.1,7%
COc1cccc(C2C(C#N)=C(N)Oc3cc(N)ccc32)c1OC (stereo unspecified),-19,8%,?,-9%,2%,-1%,-1.4,18%
COCc1nnc(NC(=O)c2ccc(S(=O)(=O)N(C)c3ccccc3)cc2)o1,-3,-20%,13%,4%,-1%,-15%,-3.3,0%
O=C(NCCN1CCN(C(=O)c2cccc(Br)c2)CC1)C(=O)Nc1ccc(Br)cc1,5,9%,28%,-2%,3%,-8%,-0.5,9%
COc1cccc(/C=C/C(=O)OCC(=O)NC2CCCCCCC2)c1,5,1%,29%,-10%,-14%,-1%,1.6,19%
COCCCNC(=O)C(=O)Nc1ccc2c(c1)N(S(=O)(=O)c1cccs1)CCC2,2,-16%,2%,4%,-13%,-2%,0.2,8%
Cc1ccc(CC(=O)NCCCc2ccccc2)cc1,2,-7%,18%,-4%,-21%,-9%,-2.0,-5%
CCCCNC(=O)C1(C)CCN1C(=O)c1ccc(C(F)(F)F)nc1C (stereo unspecified),-1,-10%,-13%,9%,-1%,-6%,1.5,-4%
CN(Cc1ccccc1)C(=O)c1ccc(NC(=O)Cc2ccc(NC(=O)C3CCN(S(=O)(=O)c4cccc([N+](=O)[O-])c4)CC3)cc2)cc1,-6,-10%,?,2%,-13%,?,1.1,-11%
